DT40 TDP1 CPT = growth inhibition of DT40 Tdp1-/-;hTDP1 cells with camptothecin (screen for TDP1 inhibitors). chicken DT40 Tdp1-/-;hTDP1 cells + 20 nM CPT, ATP luminescence, 48 h. Potency, µM (top dose mostly 46.2 µM), without a hit: at the highest dose activity change, negative = growth inhibition, hits mostly inhibitors. hit rate 12% among 420,000; also: nearly all actives have a fitted effect of over 55% in size
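Chicken DT40 Tdp1-/- cells stably complemented with human TDP1 were seeded at 400 cells/well in medium containing 20 nM camptothecin, exposed to pin-transferred compounds, and grown at 37 °C for at least 48 hr. Viability was read as ATP luminescence.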
N370S GC mod = N370S glucocerebrosidase modulation, Gaucher chaperone candidate; P04062; N370S GC spleen homogenate, 4MU-glucoside fluorescence; Potency, µM (doses to about 59.4 µM), for the others: at the highest dose activity change, negative = inhibition, hits mostly inhibitors; hit rate 0.092% among 330,000;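 also: 0% = full enzyme activity and -100% = no enzyme basal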
FEN1 inh = blocks human flap endonuclease 1; P39748; Recombinant FEN1 flap cleavage, fluorescence, 15 min; Potency, µM (top dose mostly 114 µM), for the others: top-dose activity change, negative = inhibition, actives largely listed as inhibitors; hit rate 0.35% among 390,000; also: nearly all actives have a fitted effect of over 65% in size
Target sequence (P39748 whole entry, looked up): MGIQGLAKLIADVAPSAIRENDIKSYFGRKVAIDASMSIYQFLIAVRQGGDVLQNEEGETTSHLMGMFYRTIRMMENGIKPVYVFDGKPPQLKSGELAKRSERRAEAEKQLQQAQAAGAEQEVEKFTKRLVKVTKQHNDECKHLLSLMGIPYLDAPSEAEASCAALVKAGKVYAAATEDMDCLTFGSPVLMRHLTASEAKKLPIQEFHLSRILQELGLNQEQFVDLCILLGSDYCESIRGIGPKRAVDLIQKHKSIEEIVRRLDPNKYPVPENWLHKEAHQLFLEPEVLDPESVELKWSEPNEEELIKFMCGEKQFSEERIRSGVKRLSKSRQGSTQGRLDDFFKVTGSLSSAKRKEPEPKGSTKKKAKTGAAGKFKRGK
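In this screen, 50 nM flap DNA substrate was added to 10 nM FEN1 pretreated with compound for 15 min at room temperature; cleavage was followed with reads at 0 and 15 min, and Hill fitting gave concentration–response parameters.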
* marks the source's active call; other numbers are inactive results; ? = inconclusive; · = not tested or not shown; & = joins results of further samples; [ ] = dose if it differs, or a comment. Calls follow the shape of the dose curve; as a rule, active = well fitted curve in the direction sought with a large enough effect; inconclusive = small, poorly fitted or top-dose-only effect, or another doubt; inactive = no such curve, though single readings can be large; an effect the other way counts as inactive or inconclusive. Unless noted, % is scaled to controls: 0 for no effect and ±100 for the full control effect; potency is read from the fitted curve at half-maximal effect. This is a subset; count on the stated rates, not on these rows.

The first 6 entries, to show the layout:
SMILES	DT40 TDP1 CPT	N370S GC mod	FEN1 inh
CCOCCCNC(=O)C(Cc1ccccc1)NS(=O)(=O)c1ccc2c(c1)c(=O)n(C)c(=O)n2C (configuration not stated)	-25%&10%	6%	10%&3%
Cc1cc(C)c(S(=O)(=O)NCc2ccccn2)cc1C	7%	-1%	17%
O=C(CN1CCN(S(=O)(=O)c2ccc(Cl)cc2)CC1)Nc1ccc2c(c1)CCC2	?	9%	-11%
Cc1c(-c2nc(-c3ccc4c(c3)OCO4)no2)nnn1-c1cccc(C(F)(F)F)c1	9%	·	3%
O=C(Cc1coc2ccc3ccccc3c12)NCc1ccccc1	?	-3%	-1%
CCOC(=O)c1ccc(NC(=O)CN2CCN(c3ccccc3)CC2)cc1	-21%	2%	-2%

This part in full, previewed entries included:
SMILES	DT40 TDP1 CPT	N370S GC mod	FEN1 inh
CCOCCCNC(=O)C(Cc1ccccc1)NS(=O)(=O)c1ccc2c(c1)c(=O)n(C)c(=O)n2C (configuration not stated)	-25%&10%	6%	10%&3%
Cc1cc(C)c(S(=O)(=O)NCc2ccccn2)cc1C	7%	-1%	17%
O=C(CN1CCN(S(=O)(=O)c2ccc(Cl)cc2)CC1)Nc1ccc2c(c1)CCC2	?	9%	-11%
Cc1c(-c2nc(-c3ccc4c(c3)OCO4)no2)nnn1-c1cccc(C(F)(F)F)c1	9%	·	3%
O=C(Cc1coc2ccc3ccccc3c12)NCc1ccccc1	?	-3%	-1%
CCOC(=O)c1ccc(NC(=O)CN2CCN(c3ccccc3)CC2)cc1	-21%	2%	-2%
CC(=O)NCCc1nc2cc(NC(=O)COc3cccc(C)c3)ccc2n1C	-11%	1%	1%
C=CCn1c(SCC(=O)Nc2cccnc2Cl)nnc1-c1ccccc1F	-19%	4%	3%
COc1ccc(CCn2c(=N)c(S(=O)(=O)c3ccccc3)cc3c(=O)n4ccccc4nc32)cc1	-16%	7%	-5%
COc1cc(C(=O)Nc2ccc(C)cc2)c(-n2cnnn2)cc1OC	1%	0%	-4%
COc1cccc(CNC(=O)CCS(=O)(=O)c2cccs2)c1	-2%	?	14%
O=C(COc1ccc2ccccc2c1)Nc1ccccc1C(=O)O	?	-13%	-11%
O=S(=O)(c1cccc(NC(=S)N2CCN(c3ccc(F)cc3)CC2)c1)C(F)F	?	-1%	-18%
CCOc1ccc(NC(=O)CCCn2c(=S)[nH]c3ccsc3c2=O)cc1	6%	16%	0%
CC(=O)c1cccc(NC(=S)N2c3ccccc3CC2C)c1 (configuration not stated)	-1%	-5%	0%
CCn1c(=S)sc2c(=O)n(CC(=O)Nc3ccc(OC)cc3)c(C)nc21	?	1%	36%[activator]
Cc1ccccc1C(=O)c1ccccc1C(=O)c1ccccc1	?	·	-9%
O=C(Cn1cnc2sc(-c3ccccc3)cc2c1=O)NCCc1ccccc1	?	7%	2%
O=C(Nc1ccccc1N1CCN(C(=O)c2ccccc2)CC1)c1ccc2c(c1)OCO2	?	0%	6%
Cc1ccc(S(=O)(=O)/N=C(/Nc2cccc(O)c2)c2ccccc2)cc1	?	-20%	-15%
CC(C)(C)NC(=O)CN(CCN1CCOCC1)C(=O)CNS(=O)(=O)c1ccccc1	10%	2%	3%
CN(C)C(=O)c1ccc(-c2nc(N3CCOCC3)c3ccccc3n2)cc1	?	2%	·
CCN(CC)C(=O)CSc1nnc(-c2ccc(S(=O)(=O)N3CCOCC3)cc2)n1C	0%	7%	-8%
CCCCN1C(C(=O)Nc2cc(C)on2)=C(O)c2ccccc2S1(=O)=O	6%	0%	-5%
CC(=O)N1CCc2cc(S(=O)(=O)NC(CC(C)C)C(=O)Nc3cc(C)cc(C)c3)ccc21 (configuration not stated)	-3%	·	6%
c1ccc(CNc2ncnc3sccc23)cc1	8.2µM*	5%	-3%
Nc1ncnc2c1nc(SCCO)n2Cc1ccccc1	0%	-17%	1%
Cc1ccc(-c2csc3ncn(CC(=O)O)c(=O)c23)cc1C	0%	5%	1%
Cc1onc(-c2ccccc2Cl)c1C(=O)NNC(=O)c1ccccc1F	22%	4%	10%
Cc1cc(C)c(S(=O)(=O)NCc2cccnc2)c(C)c1	-6%	-5%	-5%
O=C(c1cccs1)N(Cc1ccco1)C1CCS(=O)(=O)C1 (configuration not stated)	1%	-9%	-12%
COc1ccc(CCNC(=O)c2ccc([N+](=O)[O-])cc2Cl)cc1OC	21%	·	-5%
COc1ccc(C(=O)NC(=S)N(CCC(C)C)c2c(N)n(Cc3ccccc3)c(=O)[nH]c2=O)cc1	0%	2%	-5%
CCc1ccc2[nH]c(=O)c(CN(CCN3CCCC3)C(=O)NC3CCCCC3)cc2c1	16µM*	-17%	0%
CC1(C)C(=O)OC(/C=C/c2cccc([N+](=O)[O-])c2)C(C)(C)C1=O (configuration not stated)	-13%	-23%	1%
Cc1ccc2nc(SCC(=O)N3CCN(c4ccccc4)CC3)[nH]c2c1	-28%	0%	-3%
COc1cc(-c2nnc(-c3ccccc3)o2)cc(OC)c1OC	16µM*	9%	-5%
COc1cc(CN2CCNC(=O)C2CC(=O)NCCc2ncccc2C)cc(OC)c1 (configuration not stated)	26%	-3%	-1%
O=C(Nc1ccccc1N1CCCCC1)c1ccc(-c2cccc(Cl)c2)o1	9%	7%	-14%
Cc1cc(C)c(OCCN2C(=O)NC(C)(C)C2=O)c(Cl)c1	-6%	-9%	-1%
O=C(CCn1c(=O)sc2ccccc21)Nc1nc2ccccc2s1	?	-11%	-24%
O=C(NC(c1ccccc1)c1ccccc1)C1CCCO1 (configuration not stated)	-6%	14%	-7%
Cc1ccc(C(=O)NCC(=O)OC(C)C(=O)Nc2ccccc2[N+](=O)[O-])s1 (configuration not stated)	-11%	·	0%
CN(CC(=O)Nc1cccc(F)c1)C(=O)c1cc(S(=O)(=O)N2CCCCC2)ccc1N1CCOCC1	-3%	-7%	2%
CCCCOc1ccc(C(=O)Nc2ccc3c(c2)OCO3)cc1	7%	12%	-3%
O=C(NCc1ccc(Cl)cc1)C1=Cc2cc(Br)ccc2OC1	?	·	-1%
Cc1cc2c(cc1C)N[C@]1(C[C@H]3CCCC(=O)N4CC[C@@H](C1)[C@@H]34)C(=Nc1ccccc1C)N2	?	·	-2%
Cc1nncn1-c1ccc(C(=O)Nc2cc(F)ccc2F)cc1	3%	·	-3%
O=C(Cn1cccc1C(=O)c1ccccc1)NCc1ccc2c(c1)OCO2	-12%	3%	3%
Cc1[nH]c(C)c(S(=O)(=O)N2CCCCC2)c1C(=O)N1CCCC1	-8%	3%	4%
O=C(Nc1nc2ccc(S(=O)(=O)N3CCOCC3)cc2s1)c1cccs1	-7%	1%	11%
Cc1cc(C(=O)COc2ccc(Br)cc2F)c(C)n1C1CC1	7.3µM*	·	-4%
O=C(NCC(=O)N1CCN(C(c2ccccc2)c2ccccc2)CC1)c1ccccc1F	?	7%	-7%
CCC(=O)Oc1c(S(=O)(=O)c2ccc(C)cc2)c(C)nn1C(C)(C)C	-10%	27%	0%
O=C(NC1CCCCCCC1)C1CCN(S(=O)(=O)N2CCC3(CC2)OCCO3)CC1	1%	-8%	-14%
CC(=O)CC(=O)NC1C2CC3CC(C2)CC1C3 (configuration not stated)	-3%	2%	-21%
CCC(=O)N1CCCc2cc(S(=O)(=O)N3CCC(C(=O)Nc4cccc(Cl)c4)CC3)ccc21	?	·	-13%
CS(=O)(=O)c1ccc(NC(=O)C2CCCN(C(=O)c3ccc(Cl)cc3)C2)cc1 (configuration not stated)	-27%	·	16%
CCOCC(=O)N1CCN(Cc2ccc3c(c2)OCO3)CC1	9%	-2%	21%
Cc1nc(-c2cccc(F)c2)sc1CCNC(=O)c1c(F)cccc1Cl	?	·	-15%
(listing goes on)
SMILES	DT40 TDP1 CPT	N370S GC mod	FEN1 inh
CC(=O)N/C(=C\c1ccc2c(c1)OCO2)C(=O)NC(C(=O)O)c1ccccc1 (configuration not stated)	12%	-2%	-7%
CSc1nn(Cc2cccc(Cl)c2)c(N(C(C)=O)C(C)=O)c1S(=O)(=O)c1ccccc1	?	·	-12%
COC(=O)CCCN1C(=O)c2cccc3cccc(c23)C1=O	12%	0%	1%
CC(NC(=O)/C=C/c1ccco1)c1nc2ccccc2n1Cc1ccccc1F (configuration not stated)	?	-1%	4%
Cn1c(=O)c2c(nc(NCc3ccco3)n2C)n(C)c1=O	-21%	27%	5%
CCNC(=O)c1ccc(NS(=O)(=O)c2ccccc2)cc1	-8%	3%	-11%
COc1cc2[nH]c(=O)n(Cc3ccc(C(=O)NCCCN4CCC(C)CC4)cc3)c(=O)c2cc1OC	0%	1%	-18%
COc1ccc(-c2nnc(-c3ccc4ccccc4c3)o2)cc1	-23%	·	8%
CCS(=O)(=O)N1CCC(NC(=O)C(Cc2cc(OC)ccc2OC)NC(C)=O)CC1 (configuration not stated)	23%	2%	-4%
CC(C)NC(=O)NC(=O)COC(=O)C1CCCN1C(=O)c1cccs1 (configuration not stated)	-9%	16%	8%
N#CC1=C(Nc2ccccc2)SC=C(c2ccccc2)N=C1N1CCOCC1	5.8µM*	-21%	-4%
COc1ccccc1NS(=O)(=O)c1cc(C(=O)N2CCCCCC2)ccc1C	-25%	·	3%
CCC(C)(C)NC(=O)CSc1nc(Cc2ccccc2)nc2ccccc12	?	?	-18%
COc1cc(NC(=O)c2cccnc2)ccc1NC(=O)c1ccccc1Cl	5%	-13%	11%
O=C(CCN1CCN(c2ccc(Cl)cc2)CC1)Nc1nccs1	?	7%	12%
Cc1cc(C)nc(OC(=O)c2c(Cl)cc(Cl)cc2Cl)n1	7%	-3%	2%
C=CCN1C(=O)S/C(=C\c2ccc3c(c2)n(C)c(=O)n3C)C1=O	-10%	2%	-2%
O=Cc1ccc(CS)cc1	-5%	·	10%
O=C(NCCCn1ccnc1)c1ccc(Br)cc1	-8%	5%	2%
COc1ccc(/C=N/NC(=O)c2ccc(Cl)cc2Cl)cc1COC(C)=O	?	-4%	-14%
COC(=O)c1cccc(NC(=O)c2cc(OC)c(OC)c(OC)c2Br)c1	11%	5%	0%
COC1CCCCC1Nc1cc(C)ccc1C (configuration not stated)	1%	2%	-2%
COc1ccc(-c2cn(CCO)c(CCN)n2)cc1	-25%	0%	2%
O=C(CSc1nnc(-c2ccccc2)c(-c2ccccc2)n1)NC1CCCC1	?	·	-9%
Cc1ccc(-n2ncc3c(NCCc4ccccc4)ncnc32)cc1C	?	·	-13%
CCC(=O)Nc1cccc(C2=NOC3(C2)C[C@@H](C(N)=O)N(C(=O)CC(c2ccccc2)c2ccccc2)C3)c1 (some centres not stated)	2%	0%	-19%
CCN(C(=O)COC(=O)c1nccnc1N)c1cccc2ccccc12	-2%	·	-1%
O=C(NCCNCCO)c1c(O)c2cccc3c2n(c1=O)CCC3	?	20%	-13%
C[C@H]1CN([C@@H](C)CO)C(=O)c2cccc(NC(=O)C3CC3)c2O[C@H]1CN(C)S(=O)(=O)c1ccccc1	-29%	·	-4%
Cc1cccc(Cn2c(C)nc3c(N)c(C)c(C)cc32)c1	-16%	5%	2%
Cc1ccsc1/C=N/Nc1ccc(F)cc1F	4%	-9%	-18%
COc1ccc(N(CC(=O)NCC2CCCO2)S(=O)(=O)c2c(C)noc2C)cc1 (configuration not stated)	1%	28%	-4%
O=C(COC(=O)CN1C(=O)c2ccccc2C1=O)Nc1cccc(F)c1	-24%	·	7%
CC(C)C(=O)Nc1cccc(C(=O)Nc2cc([N+](=O)[O-])ccc2F)c1	?	-7%	15%
Cc1nc2nc(SCc3ccccc3)[nH]n2c(=O)c1C	?	1%	22%
Cc1ccc2[nH]c(C)c(/C=C/c3cc[n+](C)cc3)c2c1	3.3µM*	?	?
COc1cc(CNc2cc(C)ccc2C)cc(OC)c1OC	?	3%	-13%
C=CCCc1ccc(C#N)c(SCc2c(C(=O)OCC)c3cc(OC(C)=O)c(Br)cc3n2C)n1	21µM*	8%	10%

Record cards (already shown). Screens in order: DT40 TDP1 CPT, N370S GC mod, FEN1 inh
Shown for CCN(C(=O)COC(=O)c1nccnc1N)c1cccc2ccccc12 → -2%, ·, -1%
Shown for CCC(=O)Nc1cccc(C2=NOC3(C2)C[C@@H](C(N)=O)N(C(=O)CC(c2ccccc2)c2ccccc2)C3)c1 (some centres not stated) → 2%, 0%, -19%
Shown for COc1cc(CNc2cc(C)ccc2C)cc(OC)c1OC → ?, 3%, -13%
Shown for COc1ccc(N(CC(=O)NCC2CCCO2)S(=O)(=O)c2c(C)noc2C)cc1 (configuration not stated) → 1%, 28%, -4%
Shown for Cc1ccc2[nH]c(C)c(/C=C/c3cc[n+](C)cc3)c2c1 → 3.3µM*, ?, ?
